S1P3 antag: S1P3 receptor antagonists, primary screen, cell-based | Sphingosine 1-phosphate receptor 3 (Homo sapiens), Q99500 | AID 485, 2006 | CHO S1P3 NFAT-BLA reporter, FRET fluorescence, antagonist mode | 170,000 tested, 0.27% active | inhibition, % at 4.98 µM;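 active = inhibition above the plate cutoff, the mean inhibition of test wells on that plate plus 3 SD, cut at about 28% in these data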;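 also: cells challenged with S1P at its EC80 of 0.8 µM; blue over green emission ratio from cleaved BLA substrate after 4 h stimulation; 0% = S1P-stimulated wells and 100% = unstimulated DMSO-only wells; some compounds past the cut are filed as inactive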
Target sequence (Q99500 whole entry, looked up): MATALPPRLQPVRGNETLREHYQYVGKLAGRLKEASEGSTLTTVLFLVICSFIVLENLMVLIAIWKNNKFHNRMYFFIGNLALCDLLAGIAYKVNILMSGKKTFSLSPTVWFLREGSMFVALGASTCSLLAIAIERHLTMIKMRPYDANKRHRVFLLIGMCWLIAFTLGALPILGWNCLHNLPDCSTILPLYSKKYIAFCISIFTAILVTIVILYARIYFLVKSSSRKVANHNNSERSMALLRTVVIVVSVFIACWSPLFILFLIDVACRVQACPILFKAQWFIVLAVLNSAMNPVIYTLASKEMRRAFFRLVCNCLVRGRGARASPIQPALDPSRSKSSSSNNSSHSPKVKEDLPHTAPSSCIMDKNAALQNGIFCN
PMI act: activators of human PMI, primary screen, biochemical, fluorescence intensity, near-Km mannose 6-phosphate; Mannose-6-phosphate isomerase (Homo sapiens), P34949; purified human PMI, coupled resazurin fluorescence, 20 min; stronger effect = higher value; 1 = vehicle control, 0 substrate-free wells; activation factor at 20 µM; 190,000 tested, 0.005% active; AID 1214, 2008;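 active = activation factor of 2 or more at 20 µM, relative to plate controls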
Target sequence (P34949 whole entry, looked up): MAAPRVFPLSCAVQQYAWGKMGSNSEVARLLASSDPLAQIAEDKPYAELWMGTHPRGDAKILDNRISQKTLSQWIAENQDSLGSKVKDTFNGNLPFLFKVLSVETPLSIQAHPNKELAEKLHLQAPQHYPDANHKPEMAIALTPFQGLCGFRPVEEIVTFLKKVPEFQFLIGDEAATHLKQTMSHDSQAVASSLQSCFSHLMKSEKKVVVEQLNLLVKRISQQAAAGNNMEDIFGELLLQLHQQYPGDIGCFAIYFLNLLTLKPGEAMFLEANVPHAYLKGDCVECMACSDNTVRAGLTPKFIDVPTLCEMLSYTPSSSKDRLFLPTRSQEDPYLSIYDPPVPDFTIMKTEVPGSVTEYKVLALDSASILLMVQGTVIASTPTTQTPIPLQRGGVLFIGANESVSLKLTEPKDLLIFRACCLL
PPARg SRC-1 ag: PPARgamma agonists recruiting SRC-1 coactivator, primary screen, biochemical. Peroxisome proliferator-activated receptor gamma (Homo sapiens), P37231. PPARgamma-SRC-1 coactivator recruitment biochemical assay. activation, % at 8 µM. 200,000 tested, 0.41% active. AID 631, 2007; in the data active = activation above about 19%;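 also: 0% = DMSO and 100% = reference agonist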
PMI act hi M6P: human PMI activators, high substrate, primary screen, biochemical, fluorescence intensity, near-saturating mannose 6-phosphate | coupled PMI enzyme assay, resazurin fluorescence, 20 min; stronger effect = higher value; 1 = untreated enzyme, 0 = substrate-free blank | activation factor at 20 µM | Mannose-6-phosphate isomerase (Homo sapiens), P34949 | 190,000 tested, 0.34% active;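 active = activation factor of 2 or more at 20 µM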
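Technique: Diaphorase-driven resazurin-to-resorufin fluorescence, excitation 544, emission 590 nm | Assay system: Human PMI in coupled enzyme assay | Times: Enzyme reaction with compound 20 min at room temperature | Medium: HEPES-buffered pH 7.4 with magnesium and detergent | Reagent: Mannose-6-phosphate 1.0 mM (near-saturating) plus 0.22 mM NADP+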
PPARg SRC3 recr: PPARgamma agonists recruiting SRC-3 coactivator, primary screen, biochemical. 200,000 tested, 0.26% active. activation, % at 8 µM. biochemical PPARgamma/SRC-3 coactivator recruitment assay. AID 731, 2007. Peroxisome proliferator-activated receptor gamma (Homo sapiens), P37231; in the data active = activation above about 23%;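 also: 0% = DMSO and 100% = reference agonist; some compounds past the cut are filed as inactive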
Diaphorase inh: diaphorase inhibitors and chemical oxidizers, primary screen, counter-screen for diaphorase-coupled primary assays, biochemical, uHTS, resorufin fluorescence; inhibition, % at 20 µM; 190,000 tested, 0.69% active; diaphorase resazurin-to-resorufin fluorescence, NADH, 16 min; bacterial (C. kluyveri) enzyme, not human;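 active = primary screen inhibition at 20 µM above a set limit, cut at about 50% in these data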;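 also: plate controls were DMSO with full reaction for no effect and wells lacking NADH for full effect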
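Assay system – diaphorase enzyme from Clostridium kluyveri · Amount – diaphorase 0.14 U/mL (working solution) · Times – reaction incubation of 16 min at room temperature · Controls – No-NADH positive control and DMSO neutral control · Signal – resorufin fluorescence 544/590 nm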
G6PDH counter: L. mesenteroides G6PDH inhibitors, counter-screen for G6PDH-coupled screening assays, biochemical, Leuconostoc mesenteroides enzyme. glucose-6-phosphate dehydrogenase [Leuconostoc mesenteroides]. Purified L. mesenteroides G6PDH, diaphorase/resazurin coupled fluorescence, 45 min. inhibition, % at 5 µM. 200,000 tested, 0.12% active; in the data active = inhibition above about 50%
Diaphorase act: compounds boosting diaphorase resazurin reduction – biochemical, uHTS, resorufin fluorescence, counter-screen for diaphorase-coupled primary assays, primary screen. Diaphorase/resazurin coupled assay, 16 min; stronger effect = higher value; 1 = vehicle wells, 0 = NADH-free wells. activation factor at 20 µM. 190,000 tested, 0.005% active. AID 1229, 2008;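 active = diaphorase activity raised at least twofold by the compound at 20 µM; inactive = activation factor below 2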
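Material: bacterial diaphorase enzyme (C. kluyveri); amount: enzyme 0.07 U/mL final; reagent: NADH substrate 0.114 mM plus resazurin dye 0.1 mM, final; doses: single compound dose of 20 µM, 1% DMSO final; timing: 16 min enzyme reaction, ambient temperature; measured by: fluorescence of resorufin, 544 nm excitation, 590 nm emission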
PPARg SRC2 recr: agonists of PPARg-SRC-2 recruitment, primary screen, biochemical, HTS; activation, % at 8 µM; 200,000 tested, 0.34% active; Peroxisome proliferator-activated receptor gamma (Homo sapiens), P37231; PPARgamma LBD-SRC-2 recruitment; in the data active = activation above about 22%;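 also: 0% = vehicle and 100% = reference agonist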
SRC2 TRFRET art: TR-FRET signal artefacts, primary screen, artefact control for PPARgamma SRC-2 agonist project, biochemical; TR-FRET artefact counter-screen; stronger effect = higher value; TR-FRET ratio at 8 µM; 200,000 tested, 0.4% active; AID 1049, 2008; in the data active = TR-FRET ratio above about 2000; also: inactives centre near 1500
ROMK primary: ROMK potassium channel modulators, primary screen, cell-based, thallium flux, MLSMR library; ATP-sensitive inward rectifier potassium channel 1 (Homo sapiens), P48048; Tet-inducible ROMK, thallium flux fluorescence; actives lie on both sides; B-score at 10 µM; 130,000 tested, 2% active; AID 1918, 2009;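 active = signal ratio slope over the read window, or its plate-corrected B-score, at least 3 SD from the plate mean, either direction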;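 also: B-score of the F/F0 ratio slope over 7 to 12 s after thallium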
Numbers without * were called inactive; x = no result given.

SMILES	S1P3 antag	PMI act	PPARg SRC-1 ag	PMI act hi M6P	PPARg SRC3 recr	Diaphorase inh	G6PDH counter	Diaphorase act	PPARg SRC2 recr	SRC2 TRFRET art	ROMK primary
COc1ccccc1N1CCN(c2cc(N3CCCC3)nc(C)n2)CC1	-20	0.8	6	0.9	-3	17	10	0.8	4	1565	x
COc1cccc(C2C(C#N)=C(N)Oc3cc(N)ccc32)c1OC (stereo not given)	-5	0.9	-5	0.8	-5	19	0	0.8	4	1500	-1.2
O=C(NCCCN1CCCC1)c1cc(Sc2ccc(F)cc2)nc2ccccc12	-7	1	3	1	3	-5	-2	1	0	1779	-0.05
CCCCn1c(-c2ccsc2)nc2c1c(=O)[nH]c(=O)n2CCC	-4	1	17	1.3	2	10	18	0.9	6	1848	x
Cc1cccc(C(=O)N2CCc3c([nH]c4ccccc34)C2CC(C)C)n1 (stereo not given)	5	0.9	4	0.9	2	10	2	0.9	-5	1596	-1
CCc1ccc2[nH]c(=O)c(CN(Cc3ccc(OC)cc3)Cc3nnnn3CCOC)cc2c1	7	1	-2	1	1	6	8	0.9	17	1580	-1.4
CCN(CC)CCNC(=O)CNC(=S)N(CCCN1CCOCC1)Cc1cccs1	-10	1	3	1	-1	-8	-2	1.1	2	1753	0.58
CC(C)Oc1ccc(NC(=O)C2CCCNC2=O)cc1 (stereo not given)	-52	0.9	10	0.9	1	19	13	0.8	8	1547	0.086
CCCOC(=O)C1=C(C)NC2=C(C(=O)C(C(=O)OC)C(C)C2)C1c1ccc(N(C)C)cc1 (stereo not given)	-12	1.1	4	1.1	-9	4	1	1	-1	1486	0.89
COc1cccc(-c2nc3n(n2)C(c2ccccc2Cl)C(C(N)=O)=C(C)N3)c1 (stereo not given)	-44	1.2	6	1.1	9	4	-3	1	3	1534	x
CC1Cc2ccccc2N1C(=O)CSC1=NCCS1 (stereo not given)	x	1	10	0.9	-9	20	3	0.8	4	1637	x
O=C(N/C(=C/c1ccc(Br)cc1)C(=O)N1CCCC1)c1cccs1	-9	1	0	1	0	11	7	0.9	-8	1549	0.0023
COc1cc(C)ccc1OCCOc1c(C)cc(Cl)cc1Cl	-3	0.8	-6	0.9	2	17	7	0.8	5	1476	1
CCc1nnc(-n2nc(C)cc2-c2ccccc2)n1N	-68	1.1	7	1.1	5	2	-6	1	3	1542	x
CC(C)(C)n1nnnc1C(c1cccs1)N1CCCC2(CCCCC2)C1 (stereo not given)	-8	1	4	1	-11	18	-1	0.8	-1	1506	x
Cc1ccc(NC(=O)CN(C)CC(=O)Nc2ccccc2C#N)cc1	-9	1.1	4	1.1	3	-5	2	1	-5	1617	1.4
Fc1ccccc1CSc1nnc2ccc(-c3ccncc3)nn12	2	1	14	0.9	1	21	4	0.8	5	1607	0.081
COc1nnc(-c2ccc(N3CCCCC3)c(N)c2)c2ccccc12	17	x	1	x	1	x	x	x	9	1645	x
Cc1c(Cl)cccc1NC(=O)CSc1ncnc2c1cnn2CCc1ccccc1	x	1	2	1	1	4	-2	1	2	1628	0.44
CCC(=O)NNC(=O)CCC(=O)Nc1ccc(C)cc1C	-11	1	2	1	2	-1	4	1	-4	1407	-0.16
O=C(c1ccc(COc2ccccc2Cl)o1)N1N=C(C(F)F)CC1(O)C(F)F (stereo not given)	4	0.9	13	0.9	3	18	5	0.8	7	1640	0.57
COC(=O)c1ccc(NS(=O)(=O)c2ccc(OC)cc2)cc1	11	1	-2	1	-3	6	-15	0.9	-4	1405	-0.48
COc1ccc(NC(=S)N2CCC(C(=O)c3ccc(F)cc3)CC2)c(OC)c1	-9	1	1	0.8	1	6	8	0.9	2	1715	0.016
Clc1ccccc1SCc1nc2ccccc2[nH]1	x	0.9	3	0.8	1	14	-12	0.9	-3	1487	x
CC1CN(CCCCOc2ccc(F)cc2)CC(C)O1 (stereo not given)	-5	1.1	0	1.1	1	14	7	0.9	-3	1596	-0.52
SMILES	S1P3 antag	PMI act	PPARg SRC-1 ag	PMI act hi M6P	PPARg SRC3 recr	Diaphorase inh	G6PDH counter	Diaphorase act	PPARg SRC2 recr	SRC2 TRFRET art	ROMK primary
Nc1ccc(N=Nc2ccc(N)cc2)cc1	4	1.1	11	1.1	5	-8	2	1.1	6	1690	-0.31
CC(=O)c1ccc(NC(=O)C2CCCNC2=O)cc1 (stereo not given)	-2	1	-1	1.1	1	-6	11	1.1	1	1726	0.82
O=C(Nc1ccc2c(c1)OCO2)NC1(C(F)(F)F)Oc2ccccc2O1	x	0.7	-1	0.8	0	22	15	0.8	-3	1406	x
Fc1ccc(-c2cnc3n2CCCCC3)cc1	10	1	11	1	2	9	3	0.9	7	1801	1.3
Cc1nn(Cc2ccc(Cl)cc2)c2sc(C(=O)OCC(N)=O)cc12	x	1	-7	1	-3	7	0	0.9	-9	1479	0.48
Cc1ccc(-c2nc3ncccn3c2NC2CCCC2)o1	x	0.9	6	1	0	11	8	0.9	11	1621	-0.027
Cc1cccc(C)c1NC(=O)CSc1nc2ccccc2c(=O)[nH]1	x	0.9	-3	1	2	7	4	0.9	-1	1594	-1
CCOC(=O)c1c(/N=C/C2C(=O)CCCC2=O)sc(C)c1C	-6	0.8	-2	0.8	2	24	2	0.8	0	1572	0.0049
COc1ccc(NC(=O)/C(=C/c2ccc3c(c2)OCO3)NC(C)=O)cc1	-9	0.9	4	0.9	1	9	-6	0.9	5	1633	0.16
O=C(CNC(=O)/C(=C\c1ccc(Br)cc1)NC(=O)c1ccccc1)OCc1ccccc1	-3	0.8	6	0.9	0	18	-1	0.8	-3	1412	x
N#C/C(=C\c1ccco1)Sc1nc2ccccc2s1	20	0.9	-3	0.9	-8	10	1	0.9	0	1368	-0.79
O=C(C1CCCN(S(=O)(=O)c2ccccc2)C1)N1CCN(c2ncccn2)CC1 (stereo not given)	x	1.1	3	1	-1	-10	6	1.1	-1	1637	-0.45
COC(=O)c1ccccc1NC(=O)N1CCN(C(=O)c2ccco2)CC1	-14	0.9	-4	0.9	6	13	-19	0.9	-2	1733	0.0065
c1ccc(C2Oc3ccccc3C3CC(c4cccs4)=NN32)cc1 (stereo not given)	-9	1.3	9	1.4	0	6	14	0.9	2	1620	x
CCOC(=O)c1c(NC(=O)COc2ncnc3ccccc23)sc(C)c1C	12	1	1	1	-4	16	-9	0.8	1	1349	-0.001
O=C(/C=C/c1ccco1)NC(=S)NNC(=O)c1ccco1	x	1.3	-1	1.4	8	31	7	0.7	6	1678	x
O=C(NCc1ccccn1)c1ccc2c(=O)n(CCc3ccccc3)c(=O)[nH]c2c1	-7	0.9	6	0.8	5	14	0	0.9	1	1604	0.0013
O=C1CSC(c2ccccn2)N1c1cccc(Cl)c1 (stereo not given)	11	1	5	1	7	5	-2	1	3	1728	0.28
O=C(c1ccccn1)N1CCN(c2ccc(C(F)(F)F)cn2)CC1	x	1	2	1.2	8	5	3	1	1	1570	x
COc1cccc(-n2nnc3c(=O)n(CC(=O)NC4CCCC4)cnc32)c1	x	1	1	1	-16	13	4	0.9	-2	1389	0.24
Cc1ccccc1NC(=O)CCN1CCN(C/C=C/c2ccccc2)CC1	x	1	9	1	6	9	7	0.9	8	1577	-1.2
CSc1nc2ccccc2n1C(=O)NC1CCCCC1	-14	1	-5	1.1	-3	-9	6	1.1	4	1540	x
CC(=O)N=c1cccc(NC(C)=O)n1O	-52	1	5	1	6	1	0	1	4	1714	x
COc1ccc(C(=O)N2CCN(C(C)=O)CC2)cc1S(=O)(=O)N1CCOCC1	-21	1	-9	1	-6	9	-1	0.9	-7	1448	0.44
CCOc1ccc(N(CC(=O)NCC2CCCO2)S(=O)(=O)c2ccc(SC)cc2)cc1 (stereo not given)	x	1.1	7	1.1	-4	-8	-7	1.1	-3	1530	-1.2

Given bar-delimited: entries from further up
molecule | S1P3 antag | PMI act | PPARg SRC-1 ag | PMI act hi M6P | PPARg SRC3 recr | Diaphorase inh | G6PDH counter | Diaphorase act | PPARg SRC2 recr | SRC2 TRFRET art | ROMK primary
O=C(/C=C/c1ccco1)NC(=S)NNC(=O)c1ccco1 | x | 1.3 | -1 | 1.4 | 8 | 31 | 7 | 0.7 | 6 | 1678 | x
O=C(NCc1ccccn1)c1ccc2c(=O)n(CCc3ccccc3)c(=O)[nH]c2c1 | -7 | 0.9 | 6 | 0.8 | 5 | 14 | 0 | 0.9 | 1 | 1604 | 0.0013
O=C1CSC(c2ccccn2)N1c1cccc(Cl)c1 (stereo not given) | 11 | 1 | 5 | 1 | 7 | 5 | -2 | 1 | 3 | 1728 | 0.28
O=C(c1ccccn1)N1CCN(c2ccc(C(F)(F)F)cn2)CC1 | x | 1 | 2 | 1.2 | 8 | 5 | 3 | 1 | 1 | 1570 | x

Additional entries follow:
SMILES	S1P3 antag	PMI act	PPARg SRC-1 ag	PMI act hi M6P	PPARg SRC3 recr	Diaphorase inh	G6PDH counter	Diaphorase act	PPARg SRC2 recr	SRC2 TRFRET art	ROMK primary
Cc1cc(-c2nn(-c3ccccc3F)cc2CN2CCC(O)CC2)c(C)s1	7	1	6	1	6	0	13	1	6	1718	-1.9
CCn1c(SCc2nc3ccccc3s2)nnc1-c1ccccc1	x	0.9	8	1	11	25	11	0.7	18	1571	-0.48
O=c1oc2ccccc2nc1/C=C(O)/C=C/c1ccc(F)cc1	0	1.2	6	1	2	12	5	0.9	2	1470	0.0069
CCCn1c(N2CCN(Cc3ccc(Cl)cc3)CC2)nc2ccccc21	7	0.9	9	1	-3	28	10	0.7	-4	1564	-0.7
O=C(Oc1cccc2ccccc12)c1ccco1	-1	0.9	-5	0.7	-3	9	9	0.9	1	1632	x
CS(=O)(=O)c1ccc(Cl)c(NC(=O)CSc2nc3ccccc3c(=O)n2CCCN2CCOCC2)c1	-5	1	0	1	6	8	8	0.9	14	1682	-0.41
Cc1ccc(N2CC(C(=O)N3CCc4ccccc43)CC2=O)cc1 (stereo not given)	11	0.9	4	0.9	1	16	9	0.8	11	1557	x

Compound activity: PubChem, several laboratories
